Screening results from PubChem BioAssay.
PKM2 activator: activators of human pyruvate kinase M2. purified PKM2, Kinase-Glo ATP luminescence, activation; response scale: 0% is enzyme alone, no compound. AID 1631. 260,000 compounds, 0.34% hits. P14618. Potency, µM (doses to about 57.5 µM), without a hit: at the top dose activation, actives largely listed as activators; also: potency is read from the fitted curve at half-maximal effect; % is scaled to controls: 0 for no effect and ±100 for the full control effect; nearly all actives have a fitted effect of over 55% in size
Target sequence (P14618 whole entry, looked up): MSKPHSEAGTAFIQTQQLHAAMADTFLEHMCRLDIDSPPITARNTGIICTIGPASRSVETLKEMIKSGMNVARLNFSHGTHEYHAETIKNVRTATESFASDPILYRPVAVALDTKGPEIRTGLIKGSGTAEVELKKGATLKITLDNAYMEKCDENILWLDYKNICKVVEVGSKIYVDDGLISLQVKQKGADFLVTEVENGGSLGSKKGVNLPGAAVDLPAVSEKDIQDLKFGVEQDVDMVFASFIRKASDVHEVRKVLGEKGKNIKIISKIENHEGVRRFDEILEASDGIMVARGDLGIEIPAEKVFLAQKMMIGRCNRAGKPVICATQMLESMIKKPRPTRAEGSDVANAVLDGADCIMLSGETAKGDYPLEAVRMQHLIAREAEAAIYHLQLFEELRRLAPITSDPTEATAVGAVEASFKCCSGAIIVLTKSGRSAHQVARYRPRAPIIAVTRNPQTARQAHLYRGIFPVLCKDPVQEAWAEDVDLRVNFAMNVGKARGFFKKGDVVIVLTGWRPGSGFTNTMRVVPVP
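Kinase-Glo luminescence reports ATP generated from ADP (0.1 mM) and PEP (0.5 mM) by purified hPK-M2 after 1 h at room temperature, pH 7.2 imidazole buffer; intermediate enzyme activity allows detecting inhibitors and activators.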
Menin MLL FP TR: menin-MLL binding inhibition, Texas Red mutant peptide; Menin + Texas Red MLL mutant peptide, fluorescence polarization; Potency, µM (doses to about 61.6 µM), inactives show at the highest dose FP activity change, negative = inhibition, usual class: inhibitors; 270,000 compounds, 0.23% hits; active = well fitted inhibition curve with a large enough effect in the polarisation, with a control signal flat, not every such curve was filed as active; inconclusive = small, poorly fitted or top-dose-only effect, or effect the other way, or a change in a side signal; inactive = no such curve, though single readings can be large or run the other way; the % refers to the polarisation; also: potency is read from the fitted curve at half-maximal effect; % of control where 0% means no effect; many of its hits are not listed in these tables
GALK inhibitor: blocks human galactokinase activity. Purified GALK, Kinase-Glo residual ATP luminescence. Potency, µM (highest dose often 57.5 µM), inactives show at the top dose activity change, negative = inhibition, most hits filed as inhibitors. 270,000 compounds, 0.007% hits. AID 1868; also: potency is read from the fitted curve at half-maximal effect; % is scaled to controls: 0 for no effect and ±100 for the full control effect
Target sequence (P51570 whole entry, looked up): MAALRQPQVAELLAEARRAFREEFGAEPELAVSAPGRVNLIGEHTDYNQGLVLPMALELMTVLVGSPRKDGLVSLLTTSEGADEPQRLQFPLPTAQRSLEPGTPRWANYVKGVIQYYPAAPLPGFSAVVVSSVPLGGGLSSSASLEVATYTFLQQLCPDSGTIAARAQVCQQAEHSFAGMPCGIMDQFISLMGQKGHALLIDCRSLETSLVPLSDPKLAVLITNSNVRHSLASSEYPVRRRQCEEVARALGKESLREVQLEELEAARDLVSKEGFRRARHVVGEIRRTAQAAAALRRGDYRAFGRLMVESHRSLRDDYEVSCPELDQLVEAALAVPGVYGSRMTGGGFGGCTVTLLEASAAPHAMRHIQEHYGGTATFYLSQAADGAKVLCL
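Galactose (100 uM) and ATP (35 uM) were turned over by 5 nM GALK for 1 h at RT. Kinase-Glo Plus then converted the remaining ATP into a luminescent signal.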
Integrin act MD: integrin-mediated muscular dystrophy alleviation activation; alpha7betagal myoblasts, beta-gal FDG fluorescence, 48 h; Potency, µM (titrated, usually from 38.3 µM), for inactives: at the top dose activation, most hits filed as activators; 350,000 compounds, 0.064% hits;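 also: potency is read from the fitted curve at half-maximal effect; 100% = response of the positive control SU9516; nearly all actives have a fitted effect of over 60% in size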
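alpha7betagal+/- myoblasts (passage 13, 250/well) treated 48 h at 37C with compounds at 1:260 dilution of DMSO stock. Lysed, then beta-galactosidase activity read as FDG fluorescence (ex 480/em 540) after 30 min, with pre-read for autofluorescence.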
S-ASM inh: human S-ASM enzyme inhibition; Potency, µM (top dose mostly 57.5 µM), inactives show at the top dose activity change, negative = inhibition, most hits filed as inhibitors; placental ASM, HMU-PC fluorogenic substrate, 60 min; 340,000 compounds, 0.006% hits; also: potency is read from the fitted curve at half-maximal effect
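HMU-PC0 cleavage (9 uM final) by human placental ASM, 60 min at 37 °C following 10 min compound exposure at RT; stopped at pH 10, fluorescence Ex 386/Em 447 nm.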
FBPA coupling cs: counter-screen for Giardia aldolase inhibitors: coupling enzyme system | activity change, negative = inhibition, % at 58.2 µM, hits read low | coupling enzyme system counterscreen, AmpLite Red fluorescence | 290,000 compounds, 0.67% hits; in the data active = activity change below about -30%; also: % is scaled to controls: 0 for no effect and ±100 for the full control effect
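Coupling enzymes only (glyceraldehyde-3-phosphate) + compound, at 57.5 uM final, 10 min RT; add substrate/coupling/AmpLite Red mix, 20 min RT; fluorescence ex 525/em 598 nm. Actives flag coupling-system interference.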
PTAP TSG101 blk: blocks PTAP/TSG101 interaction to inhibit HIV-1 budding | Q99816 | Fluorescence polarization, FITC-PTAP peptide / Tsg101 binding | Potency, µM (doses to about 115 µM), for inactives: at the top dose activity change, negative = inhibition, hits mostly inhibitors | 340,000 tested, under 10 active; active = well fitted inhibition curve with a large enough effect in the main read-out, with a control signal flat, not every such curve was filed as active; inconclusive = small, poorly fitted or top-dose-only effect, or effect the other way, or a change in a side signal; inactive = no such curve, though single readings can be large or run the other way; also: potency is read from the fitted curve at half-maximal effect; % of control where 0% means no effect
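Tsg101 binding domain (10 uM final) was mixed with compound and a FITC-labeled PTAP peptide (50 nM final) in HEPES pH 7.5 buffer with NaCl, Tween 20, EDTA and TCEP; fluorescence polarization was read after 20 min at r.t.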
B2AR arrestin: agonists driving beta-arrestin recruitment to human beta2-adrenergic receptor; P07550; beta-arrestin recruitment to beta2AR, cell-based reporter; Potency, µM (highest dose often 46.1 µM), without a hit: at the highest dose activation, usual class: activators; 330,000 compounds, 0.02% hits; AID 492947;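 also: potency is read from the fitted curve at half-maximal effect; 0% = DMSO controls and full agonism = EC100 isoproterenol or metaproterenol; nearly all actives have a fitted effect of over 65% in size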
Giardia killer: kills Giardia lamblia. 340,000 compounds, 0.15% hits. AID 540267. activity change, % at 7.66 µM, hits read low. Giardia lamblia trophozoite viability; in the data active = activity change below about -80%; inconclusive = between about -30% and that limit;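 also: parasites exposed to compound for two days anaerobically before the ATP read; % is scaled to controls: 0 for no effect and ±100 for the full control effect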
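Giardia lamblia trophozoites (100 cells/well) were incubated with compounds for 48 h at 37 deg C under anaerobic conditions. Viability was read as ATP content by one-step luminescence after 15-30 min at room temperature.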
Tb PFK block: inhibitors of T. brucei phosphofructokinase; O15648; T. brucei PFK, ADP-Glo luminescence; Potency, µM (top dose mostly 57.5 µM), inactives show top-dose activity, negative = inhibition, most hits filed as inhibitors; 330,000 compounds, 0.17% hits; AID 485367;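 also: potency is read from the fitted curve at half-maximal effect; 0% = uninhibited 1x PFK enzyme wells and -100% = no-enzyme wells; nearly all actives have a fitted effect of over 60% in size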
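Compounds were pin-transferred as a titration series up to 57 uM into substrate buffer (0.5 mM F6P, 0.1 mM ATP, pH 8.0), then 1.25 nM PFK was added and reactions ran 45 min before ADP-Glo detection.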
Chronic BCR inh: inhibitors of chronic active B-cell receptor signaling; ABC-DLBCL IkBa-CBG/CBR reporter, luminescence ratio, 4 h; Potency, µM (highest dose often 46.1 µM), for inactives: at the highest dose ratio change, negative = lower green/red ratio, hits mostly inhibitors; 340,000 compounds, 0.05% hits; AID 493014; active = well fitted inhibition curve with a large enough effect in the signal ratio, with a control signal flat, not every such curve was filed as active; inconclusive = small, poorly fitted or top-dose-only effect, or effect the other way, or a change in a side signal; the % refers to the signal ratio;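 also: potency is read from the fitted curve at half-maximal effect; plate controls were basal doxycycline-induced cells for no effect and cells given 10 µM MG132 for full effect; MG132 reads +100%, hits lower the ratio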
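Compounds up to 46 uM were incubated four hours with TMD8 cells whose green CBG68 luciferase is fused to IkappaBalpha; red CBR luminescence normalised the signal, and concentration-effect curves were fitted to fusion, red and ratio data.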
* marks the source's active call; other numbers are inactive results; i = inactive; ? = inconclusive; · = no result given; & = joins results of further samples; [ ] = remark or other dose. Unless noted, calls follow the shape of the dose curve; as a rule, active = well fitted curve in the direction sought with a large enough effect; inconclusive = small, poorly fitted or top-dose-only effect, or another doubt; inactive = no such curve, though single readings can be large; an effect the other way counts as inactive or inconclusive. These rows are one share of the data, so the mix of outcomes need not match the whole.

SMILES | PKM2 activator | Menin MLL FP TR | GALK inhibitor | Integrin act MD | S-ASM inh | FBPA coupling cs | PTAP TSG101 blk | B2AR arrestin | Giardia killer | Tb PFK block | Chronic BCR inh
c1ccc(-c2[nH]c[n+](CC3CO3)c2-c2ccccc2)cc1 (centres undefined) | -0.6% | -2.7% | 0.4% | · | · | -0.9 | · | 0.1% | · | 0.0% | ?
COC(=O)C1=C(c2ccc(OC)c(OC)c2)C[C@@H]2CC[C@H]1N2C(=O)NCC1CC1 | · | · | · | -6.0% | 6.7% | · | -4.5% | -0.5% | 12.2 | -1.0% | 5.3%
O=P(O)(O)Cc1ccccc1OP(=O)(c1ccccc1)c1ccccc1 | 6.9% | 13.7% | 0.2% | 7.8% | -0.2% | 8.2 | -0.1% | 0.0% | 3.9 | -0.2% | -1.6%
CN1Cc2c(c(C#N)c(N)n(C)c2=S)CC1(C)C | 1.4% | -4.8% | 0.8% | -47.8%[inhibitor] | i | -27.7 | ? | -0.2% | 12.4 | -1.4% | 20.1%
CC(=O)[C@H]1CCC2C3CC[C@H]4C[C@@H](O)CC[C@]4(C)C3CC[C@@]21C (some centres undefined) | · | · | · | 4.9% | -1.4% | · | -1.0% | 0.3% | -8.5 | 1.7% | -0.7%
CCSc1cc(C2C(C#N)=C(N)Oc3n[nH]c(C)c32)c(C)o1 (centres undefined) | 21.4% | -15.9% | -1.4% | -41.2%[inhibitor] | 3.3% | -29.5 | -4.7% | 0.3% | 8.5 | 9.0% | ?
CCNc1nc(Cl)nc(NC(C)C)n1 | 0.4% | -4.1%&-11.1% | 1.6% | -8.2% | 1.1% | 0.6&-8.7 | -1.4% | -0.9% | -2.0 | -1.0% | -0.1%
COc1ccc(CN2CCCCC2c2cccnc2)cc1C (centres undefined) | -4.4% | -3.6% | 4.3% | 27.0% | 3.0% | 1.8 | -8.7% | 3.1% | 1.8 | -2.0% | -0.7%
Cc1nnc2n1-c1ccc(Br)cc1C(c1ccccc1Cl)=NC2 | -3.0% | 4.1% | 8.4% | 14.2% | -0.8% | 9.7 | -0.1% | 0.0% | 4.3 | -16.8% | -1.4%
COc1ccc(OC)c(/C=N/OC(=O)Nc2ccc(Cl)cc2)c1 | 4.2% | ? | 1.3% | -19.3% | -1.1% | -0.4 | -0.2% | -0.3% | -6.3 | -1.8% | ?
C=CCN1C(=O)c2ccccc2Sc2ccc(C(=O)N3CCC4(CC3)OCCO4)cc21 | 3.2% | 15.6% | -1.2% | -27.2% | 0.9% | -1.7 | -14.1% | 0.1% | -4.5 | -1.3% | -0.2%
CCCN(CCC)C(=O)Cc1c(-c2ccc(Cl)cc2)nc2c(Cl)cc(Cl)cn12 | · | -2.3% | · | · | 3.2% | · | -0.7% | -0.1% | -23.1 | -4.0% | -3.4%
CN1[C@@H]2CC[C@H]1CC(OC(=O)C1C=Nc3ccccc31)C2 (some centres undefined) | -1.6% | -0.4% | 1.6% | · | -4.5% | -2.2 | 0.6% | -0.2% | 74.8[activator] | -5.8% | ?
CC(C)C(=O)c1cn(Cc2ccc(C#N)cc2)c2ccccc12 | -1.0% | 0.0% | 0.6% | -36.5% | -7.2% | 0.4 | -9.1% | 0.4% | -0.3 | -0.6% | 19.0%
Cc1c(C(=O)N2CCC3(CC2)OCCO3)sc2ncnc(N(C)c3ccccc3)c12 | -5.3% | 1.6% | 0.3% | 7.0% | 2.9% | 3.6 | -8.5% | -0.5% | -21.9 | -7.4% | ?
Cc1ccc2c(c1)N(C(=O)CCC(=O)N1CCC3(CC1)OCCO3)CC(C)O2 (centres undefined) | · | · | -2.7% | 15.3% | 1.7% | · | 0.3% | -1.0% | 1.2 | 0.3% | 1.7%
O=c1oc2ccccc2c(O)c1[C@H]1c2ccc(O)cc2Oc2c1c(=O)oc1ccccc21 | 28.6% | · | · | 27.3% | 2.2% | 0.2 | -3.7% | -0.8% | 4.1 | ? | ?
COc1ccc(NC(=O)N2C[C@@H]3C[C@@H](C2)c2cccc(=O)n2C3)cc1 | 0.8% | -23.5% | · | 8.9% | -2.5% | -0.1 | 0.0% | 3.8% | -13.4 | -2.4% | -2.0%
C/C(=C\c1ccc(N(C)C)cc1)[N+](=O)[O-] | -8.1% | ? | 0.5% | -69.0%[inhibitor] | 0.7% | 0.6 | -9.2% | -0.7% | -22.9 | ? | ?
CC1CC(OC(=O)c2ccccc2)(c2ccccc2)C(C)CN1C (centres undefined) | -0.4% | · | -3.5% | 9.4% | 0.1% | 2.1 | -0.6% | -0.1% | 3.2 | -11.2% | ?
O=P(c1ccc2c(c1)OCCO2)(N1CCOCC1)N1CCOCC1 | 1.3% | 1.5%[11.7 µM] | 0.7% | 2.1% | 4.8% | 0.8 | -2.9% | 0.1% | 2.6 | 1.7% | ?
CC1=C(C(=O)O)N2C(=O)[C@@H](NC(=O)CCCC(=O)O)[C@H]2SC1 | 2.8% | -2.7% | 0.4% | 18.7% | -0.1% | 1.5 | -1.1% | -0.5% | 1.0 | -4.3% | 2.7%
Cn1cccc1CN1CCN(C(=O)COc2ccccc2)CC1 | 5.2% | ? | -1.8% | 0.9% | -1.3% | -0.6 | -0.7% | 0.0% | 19.8 | 1.1% | 14.1%
CCN(CC)P(=O)(NC(=O)C(Cl)(Cl)Cl)N(CC)CC.[Cl-].[Cl-].[Cl-].[Nd+3] | -10.4% | 4.8% | 1.3% | 0.0%&0.0% | -19.8%&-2.9% | 4.9 | -4.4%&-9.2% | 0.1% | 0.2&-9.4 | 6.6% | -8.1%
COC(=O)C1=C(N)Oc2c(c(=O)oc3ccccc23)[C@]12C(=O)N(C)c1ccccc12 | -7.4% | 18.2% | 0.9% | -13.0% | 1.2% | -15.3 | 3.9% | -0.2% | -0.3 | -3.0% | ?
Cc1onc(-c2ccccc2)c1C(=O)N1CCC2(CC1)OCCO2 | 3.1% | 13.8% | -1.3% | -0.2%[7.66 µM] | 5.6% | 1.3 | -3.8% | -0.1% | 12.1 | -4.9% | 7.5%
CCOC(=O)C1C(=O)N(C)C2(C)CC1c1ccccc1O2 (centres undefined) | 1.0% | -16.2% | 0.1% | 12.2% | 3.9% | 0.1 | -2.5% | -0.5% | 5.5 | 5.6% | 4.1%
Clc1ccc2c(c1)C(c1ccccc1Cl)=NCc1nnc(N3CCN(CCSc4ccccc4)CC3)n1-2 | -1.5% | ? | 3.1% | -20.0% | -6.8% | -0.1 | -14.4% | -0.5% | -7.8 | 0.8% | -1.8%
CCCNC(=O)N1[C@H]2CC[C@@H]1C(C(=O)OC)=C(c1cccc(C#N)c1)C2 | · | · | · | 39.4% | 2.0% | · | -0.4% | 0.2% | 2.6 | -1.9% | 3.3%
O=C(CN1CC=C(c2ccccc2)CC1)Nc1cc(Cl)ccc1Cl | -10.1% | -0.3% | 0.9% | -20.4% | 11.5% | -1.9 | 0.4% | -0.1% | -21.7 | ? | -1.6%
Cc1ccc(-n2c(O)c(C=NCc3ccco3)c(=O)[nH]c2=S)cc1C | 25.3% | · | 4.3% | 0.2% | -0.3% | -1.8 | 5.9% | 0.0% | -8.8 | 1.6% | ?
O=c1c2ccccc2nc(/C=C/c2ccccc2O)n1-c1ccccc1O | · | 32.0%[activator] | 4.5% | · | · | -8.1 | · | -1.4% | · | -0.1% | ?
CC(c1ccc(F)cc1)n1cc(C(=O)NCc2ccc3c(c2)OCO3)nn1 (centres undefined) | -3.3% | 8.7% | 2.7% | 1.9% | 1.5% | 2.0 | -1.3% | -0.5% | 10.2 | -6.0% | -1.1%
COc1cc2c(c(OC)c1)C(=O)OC(C)CCCC(=O)CCCCC2 (centres undefined) | -4.0% | ? | -2.1% | 0.3% | -2.4% | -0.3 | -7.7% | 0.0% | -15.4 | -5.1% | 7.5%
C=CCn1c(O)c(C(CC)=NCc2ccco2)c(=O)[nH]c1=O | 1.7% | · | -3.4% | 11.5% | 1.2% | -1.9 | 0.4% | -0.9% | -16.2 | 3.1% | 16.2%
CCN1C(=O)NC(=O)/C(=C\c2cn(CC(=O)N3CCCC3)c3ccccc23)C1=O | 12.7% | 20.4% | 4.1% | 22.8% | 27.0% | 1.6 | ? | 4.2% | -9.0 | -6.0% | -7.0%
